Pol kappa inh: blocks human DNA polymerase kappa activity | 0.53% of 400,000 active | purified Pol kappa, fluorescent DNA synthesis assay, 10 min | AID 588579 | Q9UBT6 | Potency, µM (top dose mostly 107 µM), without a hit: at the highest dose activity, negative = inhibition, usual class: inhibitors; also: potency is read from the fitted curve at half-maximal effect; % is scaled to controls: 0 for no effect and ±100 for the full control effect
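Here, compound and 10 nM enzyme are combined for 15 min at room temperature; adding 50 nM substrate (final) starts DNA synthesis, tracked by fluorescence at 0 and 10 min against buffer-only wells.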
LDHA inh: LDHA (human) enzyme inhibition | P00338 | purified LDHA, NADH/diaphorase-resazurin fluorescence; stronger effect = lower value | 0.15% of 480,000 active | activity change, % (values are at about 110 or 230 µM) | AID 1347041; in the data active = activity change below about -30%; inconclusive = mostly about -25% to -30%;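 also: plate controls were DMSO wells for no effect and wells without enzyme for full effect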
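Resorufin fluorescence (ex540/em590), read at 0 and 20 min after diaphorase/resazurin addition, reports the NADH left after a 5 min room-temperature reaction of 2 nM human LDH5 with 0.06 mM NADH and 0.2 mM pyruvate.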
POLB inh: inhibitors of human DNA polymerase beta | P06746 | Pol beta primer extension/strand displacement, fluorescence kinetic | Potency, µM (doses to about 114 µM), without a hit: at the highest dose activity change, negative = inhibition, most hits filed as inhibitors | 1.3% of 340,000 active | AID 485314; also: potency is read from the fitted curve at half-maximal effect; % is scaled to controls: 0 for no effect and ±100 for the full control effect
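10 nM enzyme + cpd, 15 min RT; start with substrate 50 nM final; read 0 min and after 10 min RT. Corrected, normalized data; 4-parameter Hill curve fit.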
Anesthetic bind: candidate novel general anesthetic via apoferritin binding | apoferritin/1-aminoanthracene competitive binding, fluorescence | AID 485281 | Potency, µM (series often up to 77.5 µM), inactives show top-dose activity change, negative = displacement, hits mostly inhibitors | 0.074% of 350,000 active | P02791; also: potency is read from the fitted curve at half-maximal effect; % is scaled to controls: 0 for no effect and ±100 for the full control effect; nearly all actives have a fitted effect of over 20% in size
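Horse-spleen apoferritin (10 uM) was mixed with 50% saturated 1-aminoanthracene in PBS, exposed to compounds for 10 min at room temperature, and read for fluorescence (ex 380 nm, em 535 nm). Competitive displacement was fitted with a four-parameter Hill equation.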
POLI inh: DNA polymerase iota (human) inhibition | Q9UNA4 | Pol iota fluorescent replication assay, 10 min | Potency, µM (doses to about 115 µM), for the others: at the highest dose activity, negative = inhibition, hits mostly inhibitors | 1% of 390,000 active; also: potency is read from the fitted curve at half-maximal effect
Target sequence (Q9UNA4 whole entry, looked up): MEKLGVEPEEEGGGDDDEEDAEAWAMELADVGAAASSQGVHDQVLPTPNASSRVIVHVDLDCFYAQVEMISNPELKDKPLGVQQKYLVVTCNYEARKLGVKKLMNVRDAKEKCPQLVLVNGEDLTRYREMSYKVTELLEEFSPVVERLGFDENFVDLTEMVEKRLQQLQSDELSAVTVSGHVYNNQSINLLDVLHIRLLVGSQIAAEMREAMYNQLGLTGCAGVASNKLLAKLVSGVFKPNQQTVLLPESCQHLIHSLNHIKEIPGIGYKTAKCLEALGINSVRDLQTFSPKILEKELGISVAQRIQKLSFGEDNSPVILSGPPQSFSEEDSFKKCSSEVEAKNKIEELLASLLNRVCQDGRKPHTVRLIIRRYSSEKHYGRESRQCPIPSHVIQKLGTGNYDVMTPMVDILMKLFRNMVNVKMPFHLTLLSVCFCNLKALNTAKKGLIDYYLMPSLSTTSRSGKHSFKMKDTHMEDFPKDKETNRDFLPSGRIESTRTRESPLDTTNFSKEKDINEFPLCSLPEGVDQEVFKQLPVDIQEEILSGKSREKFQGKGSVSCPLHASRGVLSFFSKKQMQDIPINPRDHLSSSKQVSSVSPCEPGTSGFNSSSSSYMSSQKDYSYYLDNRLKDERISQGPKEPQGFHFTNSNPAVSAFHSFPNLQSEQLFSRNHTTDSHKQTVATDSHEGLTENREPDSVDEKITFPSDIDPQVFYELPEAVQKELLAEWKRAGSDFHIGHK
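Fluorescent replication assay read twice, at 0 min and 10 min after adding 50 nM (final) substrate. Enzyme (10 nM) and compounds were first incubated 15 min at room temperature; enzyme-free buffer wells were negative controls.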
GRP78 ERSR act: induces the endoplasmic reticulum stress response in human glioma cells; 0.02% of 420,000 active; U87-MG GRP78 promoter luciferase reporter, 16 h; Potency, µM, inactives show at the highest dose activation, actives largely listed as activators; AID 602332; also: potency is read from the fitted curve at half-maximal effect; series mostly up to about 76 µM; % of control where 0% means no effect; nearly all actives have a fitted effect of over 35% in size
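Stably transfected U87-MG glioma cells carrying a GRP78-based luciferase sensor; 16 h compound incubation. Luminescence end-point read 10 min after Bright-Glo addition at room temperature.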
Pol eta inh: DNA polymerase eta (human) inhibition. Q9Y253. recombinant Pol eta, fluorescent DNA replication assay. Potency, µM (doses to about 114 µM), for the others: top-dose activity change, negative = inhibition, hits mostly inhibitors. 1.2% of 390,000 active; also: potency is read from the fitted curve at half-maximal effect; % is scaled to controls: 0 for no effect and ±100 for the full control effect
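Pol eta at 10 nM preincubated with compounds 15 min at room temperature; reaction started with fluorescent substrate (50 nM final) and read kinetically at 0 and 10 min.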
BLM inh: blocks DNA unwinding by human BLM helicase | P54132 | recombinant BLM DNA unwinding, fluorescence dequenching | Potency, µM (highest dose often 56.1 µM), without a hit: top-dose activity change, negative = inhibition, most hits filed as inhibitors | 0.2% of 350,000 active | AID 2528;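 also: potency is read from the fitted curve at half-maximal effect; plate controls were vehicle for no effect and no enzyme for full effect; nearly all actives have a fitted effect of over 35% in size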
APEX1 inh: inhibitors of human APE1 endonuclease; P27695; recombinant APE1, TAMRA/BHQ-2 abasic DNA cleavage fluorescence; Potency, µM (top dose mostly 65.8 µM), without a hit: top-dose activity change, negative = inhibition, actives largely listed as inhibitors; 0.35% of 350,000 active;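 also: potency is read from the fitted curve at half-maximal effect; plate controls were vehicle for no effect and reference inhibitor for full effect; nearly all actives have a fitted effect of over 55% in size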
Target sequence (P27695 whole entry, looked up): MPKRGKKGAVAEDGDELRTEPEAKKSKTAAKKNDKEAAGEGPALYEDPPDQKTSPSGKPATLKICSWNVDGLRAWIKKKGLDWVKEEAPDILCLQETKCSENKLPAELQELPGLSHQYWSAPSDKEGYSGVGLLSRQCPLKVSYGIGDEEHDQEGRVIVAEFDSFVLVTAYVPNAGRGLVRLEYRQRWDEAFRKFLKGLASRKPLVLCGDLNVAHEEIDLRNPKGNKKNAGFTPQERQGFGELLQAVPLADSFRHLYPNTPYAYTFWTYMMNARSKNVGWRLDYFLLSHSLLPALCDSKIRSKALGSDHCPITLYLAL
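Endonuclease cleavage of a quenched abasic-site DNA duplex (50 nM) by APE1 (0.75 nM) was tracked by TAMRA dequenching. Compounds were preincubated with enzyme 15 min at room temperature; data normalized to buffer-only and DMSO wells plus NSC13755 control.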
Active calls of the source: *; u = inconclusive; x = not tested or not shown; & = joins results of further samples; [ ] = dose if it differs, or a comment. Unless noted, calls follow the shape of the dose curve; as a rule, active = well fitted curve in the direction sought with a large enough effect; inconclusive = small, poorly fitted or top-dose-only effect, or another doubt; inactive = no such curve, though single readings can be large; an effect the other way counts as inactive or inconclusive.

SMILES | Pol kappa inh | LDHA inh | POLB inh | Anesthetic bind | POLI inh | GRP78 ERSR act | Pol eta inh | BLM inh | APEX1 inh
COc1ccc(OC)c(C2CC(=O)c3c([nH]c(C(=O)OCc4ccc(C)cc4)c3C)C2)c1 (stereo unspecified) | -8.5% | -2.9 | 21.4% | -2.9% | 2.3% | -2.0% | -2.4% | -3.0% | x
O=C(Nc1ccccc1C(=O)N1CCCC1)c1ccccc1 | -10.9% | 0.6 | u | -16.1% | u | 0.6% | -1.2% | -4.8% | -3.1%
Cc1nnc(SCCn2c(N3CCC(Cc4ccccc4)CC3)nc3c2c(=O)[nH]c(=O)n3C)s1 | -2.1% | -3.6 | -19.2% | -3.7% | 45.4%[activator] | 1.2% | -17.7% | -2.2% | -8.2%
CC(=O)Nc1sc2c(c1C(N)=O)CCCC2 | -5.0% | 4.1 | 24.2% | -8.1% | 20.4% | -6.6% | 6.7% | 1.4% | -1.1%
CCc1nc(N2CCN(C(=S)NCCCOC)CC2)c2c3c(sc2n1)CCCC3 | 0.1% | 1.6 | -11.1% | 79.5%[activator] | -0.7% | -5.1% | -16.7% | -13.4% | 21.8%
Cc1scc(C(=O)NNC(=S)NCC2CCCO2)c1-c1ccccc1 (stereo unspecified) | -11.4% | -10.9 | -20.2% | -7.1% | 4.7% | -4.6% | -18.8% | 1.9% | 0.1%
CSc1ncccc1C(=O)NC1CCCCCCC1 | -10.6% | -5.4 | 2.1% | u | -2.2% | -6.3% | 1.2% | 2.1% | 45.1%[activator]
CCOc1ccc(/C(O)=C2/C(=O)C(=O)N(CCN(CC)CC)C2c2cccs2)cc1 (stereo unspecified) | -19.5% | -10.4 | 11.1% | -6.6% | -6.7% | -0.3% | -7.5% | -3.9% | -1.9%
CNC(=O)COC(=O)/C=C/c1nc2ccccc2s1 | -6.7% | -7.0 | 6.1% | -1.3% | -18.8% | -2.1% | -1.5% | -4.7% | 4.8%
O=C(NCCCN1CCCC1=O)c1c(O)nc2ccccn2c1=O | -3.9% | 4.3 | -2.4% | -5.1% | 30.4% | -3.3% | -13.4% | -0.7% | -1.3%
CC(NC(=O)NC(N)=O)(C(F)(F)F)C(F)(F)F | -0.1% | -1.5 | 3.1% | -22.9% | 28.1% | 2.0% | -13.5% | -4.5% | 7.8%
Clc1ccc(C(CCN2CCCC2)Cc2ccccc2)cc1 (stereo unspecified) | 12.9% | -19.9 | 18.8% | -9.7% | 47.4%[activator] | -5.5% | -27.2% | 0.6% | 24.3%
CCc1nnc2n1N=C(c1cccc([N+](=O)[O-])c1)CS2 | -17.0% | 4.2 | 2.4% | 7.0% | u | -3.5% | -4.5% | 0.3% | 5.8%
O=C(CCSc1nc(-c2ccco2)cc(C(F)(F)F)n1)N1CCN(c2ccccn2)CC1 | -11.3% | -2.3 | -22.9% | -2.4% | 3.4% | -3.1% | -12.2% | -5.4% | 4.2%
COc1cc(OC)c2c(-c3ccccc3)cc(=O)oc2c1C(CC(=O)N1CCOCC1)c1ccc2c(c1)OCO2 (stereo unspecified) | -21.3%&2.3% | 0.7 | -0.8% | -8.6%&5.3% | u | -3.5%&0.8% | -6.4% | -9.5%&-8.1% | u
O=C(CN1CCN(C(c2ccccc2)c2ccccc2)CC1)N1N=CCC1c1ccccc1 (stereo unspecified) | 2.2% | 0.9 | -12.2% | 4.9% | 31.6%[activator] | -3.3% | -26.3% | -6.2% | -7.6%
O=C1c2cccc3cccc(c23)C(=O)N1c1cccc(O)c1 | 6.6% | -12.6 | -20.2% | 1.4% | 14.8% | -3.3% | -23.5% | -10.3% | -13.3%
CC(C)(C)NC(=O)CN(Cc1cccs1)C(=O)CCC(=O)Nc1nccs1 | -2.6%[60.1 µM] | -10.6 | 2.0% | -7.5% | 0.6% | -2.9% | -3.4% | 0.5% | 0.1%
c1ccc(-c2nccc3ccccc23)cc1 | -10.2% | -3.1 | x | x | 8.3%[58.9 µM] | -0.1% | -24.7% | x | x
CCn1c(SC)nc(O)c(C(c2ccc(OC)c(O)c2)c2c(O)nc(SC)n(CC)c2=O)c1=O | -20.9% | 3.4 | 0.0% | -9.3% | -22.0% | 2.4% | 0.9% | -1.3% | 3.1%
FC(F)(F)c1ccc(CN2C[C@@H]3C(c4ccc(Cl)nc4)C4(c5ccccc5)CC3(C4)[C@H]2c2ccccc2)cc1 (stereo partly specified) | 10.7% | -1.3 | 16.6% | -4.5%&4.1% | 16.4% | -3.1% | -7.9% | -1.7%&-4.9% | -1.6%&-3.9%
COc1ccc(-n2c(=O)c(C)nc3cnc(OC)nc32)cc1 | -9.0%[60.1 µM] | x | x | x | x | -2.9% | x | 4.3% | -18.5%
CNC(=S)SCCOc1ccccc1C | -0.8% | -0.9 | 3.5% | -21.0% | 131.1%[activator] | 6.2% | -24.3% | -8.9% | 2.9%
COc1ccc(N2CCN(C(=O)CSc3nc4[nH]ncc4c(=O)n3-c3ccc(Br)cc3)CC2)cc1 | -0.4% | 3.4 | 17.6% | 1.6% | -0.3% | -4.8% | -16.5% | -0.7% | -4.4%
COc1ccc(-n2nnnc2SCC(=O)Nc2ccccc2)cc1 | -3.8% | -10.8 | 15.2% | 134.4%[activator] | -1.6% | -3.1% | -5.1% | -3.4% | 11.1%

More structures.
SMILES | Pol kappa inh | LDHA inh | POLB inh | Anesthetic bind | POLI inh | GRP78 ERSR act | Pol eta inh | BLM inh | APEX1 inh
COc1cc(OC)c(Nc2nc3ccc(C(=O)c4ccccc4)cc3n3c(C)nnc23)cc1Cl | 14.8% | 1.6 | -2.3% | -0.2% | 27.6% | -4.4% | -18.6% | 0.4% | x
CCN1C(=O)[C@H]2[C@@H](c3ccc(C)cc3)N3C(=O)N(c4cccc(F)c4)C(=O)[C@@]3(Cc3ccc(Cl)cc3)[C@H]2C1=O | -8.9% | -3.5 | x | x | -4.3% | 5.4% | -7.2% | x | -1.0%
O=C(CSc1nnc(-c2ccccn2)o1)Nc1ccccc1F | -12.1% | 1.3 | 35.6% | -3.3% | 10.6% | -8.3% | -15.2% | 1.2% | 9.9%
CCOC(=O)c1sc2nc(C)nc(SCC(=O)NC3CCS(=O)(=O)C3)c2c1C (stereo unspecified) | 1.6% | -0.3 | 3.2% | -8.4% | 5.7% | -1.1% | -14.8% | -6.3% | 1.0%
CC(C)=CCc1c(O)cc2occ(-c3ccc4c(c3)OCO4)c(=O)c2c1O | u | x | x | -21.3% | x | -6.7% | x | -4.9% | -4.4%
O=C(COc1ccc([N+](=O)[O-])cc1)Nc1nc2c(s1)CCCC2 | -10.1% | -5.3 | 11.6% | -0.2% | 17.2% | -5.4% | 0.4% | -7.5% | x
O=C(Nc1ccc2c(c1)OCO2)O[C@@H]1C[C@H]2CCCC(=O)N3CC[C@@H](C1)[C@@H]23 | -20.1% | 0.0 | 5.5% | -8.7% | -11.6% | 3.7% | -6.5% | -0.1% | 12.3%
CC(=O)N1CC=C2C(C#N)=C(N)C(C#N)(C#N)C(CCc3ccccc3)C2C1 (stereo unspecified) | -8.4% | 15.8 | 7.2% | 9.7% | -10.1% | -3.1% | -7.8% | -3.0% | 3.4%
COc1ccc(C)cc1S(=O)(=O)N1CCN(C(=O)c2ncoc2-c2ccc(F)cc2)CC1 | -8.7% | -11.5 | -2.2% | -2.7% | -12.0% | -3.8% | -1.2% | -3.7% | 77.2%[activator]
O=C(CN1CCOCC1)c1c[nH]c2ccccc12 | -15.5% | -6.3 | 22.4% | -5.1% | 11.7% | -5.7% | -2.6% | 0.6% | 0.3%
Cc1ccc(-n2nnnc2SCC(=O)Nc2cc(C)on2)c(C)c1 | 10.0% | -7.4 | 6.5% | -8.1% | 42.5%[activator] | 0.1% | -19.2% | -0.2% | -7.1%
O=C(COC(=O)/C=C/c1ccc(Cl)cc1Cl)Nc1ccc2c(c1)OCCO2 | -4.1% | -9.3 | 7.3% | -8.4% | 98.9%[activator] | 0.1% | -4.1% | -12.7% | 3.3%
CNc1ncncc1-c1ccc(C(=O)N(C)C)cc1 | -3.9%[60.1 µM] | x | x | -8.5% | x | -0.5% | x | 1.5% | -0.7%
C=C(C)C(=O)OCCO | -4.3%[60.1 µM] | x | x | -7.7% | x | -2.4% | x | -2.9% | -3.8%
COCCCNc1ccnc2c(Cl)cccc12 | -2.8% | -0.2 | 28.8% | -11.9% | 10.8% | 0.0% | 4.0% | -4.3% | -6.2%
COc1ccc(CNC(=O)C(=O)NCC(c2ccc3c(c2)OCO3)N2CCOCC2)cc1 (stereo unspecified) | -6.6%[60.1 µM] | -0.2 | 19.5% | -16.2% | u | -3.2% | 14.5% | 0.9% | x
CCOc1ncccc1C(=O)Oc1ccc2c(c1)OCO2 | -4.6% | -9.9 | 9.6% | u | 8.9% | -4.5% | 1.2% | -0.3% | -1.8%
CC(C)c1ccc2c(c1)CC[C@@H]1[C@@](C)(CN)CCC[C@]21C | -10.0%[19.4 µM] | x | x | x | x | -3.4% | x | -4.2% | -3.7%
COc1ccc(C2=NN(CCC(=O)NC3CCCCCC3)C(=O)CC2)cc1 | 2.8% | -0.9 | 2.1% | -50.2% | 22.5% | -3.1% | -15.3% | 0.4% | 60.9%[activator]
Cc1nc2cnc(N3CCNCC3)nc2n(Cc2cccs2)c1=O | -3.0%[60.1 µM] | x | x | x | x | -4.0% | x | -5.0% | 2.3%
O=C(NCCc1c[nH]c2ccccc12)c1cc2ccccc2oc1=O | -11.0% | -8.4 | u | u | 119.0%[activator] | -0.3% | -15.4% | -1.4% | -10.6%

By substructure, the compounds so far with a nitro group on carbon
SMILES | Pol kappa inh | LDHA inh | POLB inh | Anesthetic bind | POLI inh | GRP78 ERSR act | Pol eta inh | BLM inh | APEX1 inh
CCc1nnc2n1N=C(c1cccc([N+](=O)[O-])c1)CS2 | -17.0% | 4.2 | 2.4% | 7.0% | u | -3.5% | -4.5% | 0.3% | 5.8%
O=C(COc1ccc([N+](=O)[O-])cc1)Nc1nc2c(s1)CCCC2 | -10.1% | -5.3 | 11.6% | -0.2% | 17.2% | -5.4% | 0.4% | -7.5% | x

Screens (PubChem BioAssay)

Some of the compounds tested; rates above refer to the full screens.
